Screens: PubChem BioAssay, several laboratories
GPR55 beta-arrestin: selective activators of receptor GPR55 – imaging, U2OS cells, beta-arrestin-GFP redistribution, primary screen (AID 1961). U2OS GPR55 beta-arrestin-GFP redistribution imaging; higher % means a stronger effect. activation, % at 10 µM; hits with a dose series show EC50 in µM. actives 0.048% (n = 290,000);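 active means activation above 40% with more than 50 cells counted in the well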;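 further: U2OS osteosarcoma cells stably expressing GPR55 and beta-arrestin-GFP; plate controls were DMSO negative control for no effect and LPI positive control for full effect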
NTR1 ag: agonists of NTR1, primary screen, imaging, U2OS cells, beta-arrestin-GFP, high content (AID 493036) | activation, % at 20 µM | NTR1-U2OS beta-arrestin-GFP spot imaging, agonist mode | actives 0.17% (n = 330,000);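 active means activation at or above 40% of the spot to cytoplasm intensity ratio, with at least 20 cells analyzed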;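 further: 0% = DMSO without peptide and 100% = 100 nM NTR1 peptide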
Target sequence (P30989 whole entry, looked up): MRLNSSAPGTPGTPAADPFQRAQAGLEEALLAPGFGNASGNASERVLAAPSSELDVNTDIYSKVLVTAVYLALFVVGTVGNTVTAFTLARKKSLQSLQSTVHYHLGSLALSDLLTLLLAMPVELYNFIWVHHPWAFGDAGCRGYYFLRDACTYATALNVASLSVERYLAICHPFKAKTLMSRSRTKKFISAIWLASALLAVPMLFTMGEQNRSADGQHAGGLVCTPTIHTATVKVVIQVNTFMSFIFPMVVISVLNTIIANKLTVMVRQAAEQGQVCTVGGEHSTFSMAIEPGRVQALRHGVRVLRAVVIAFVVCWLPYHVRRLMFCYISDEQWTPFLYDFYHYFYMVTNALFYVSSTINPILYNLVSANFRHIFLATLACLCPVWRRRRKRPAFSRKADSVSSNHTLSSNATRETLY
KOR beta-arrestin-1: kappa opioid receptor activators – cell-based, luminescence, uHTS, primary screen (AID 1777). actives 0.02% (n = 280,000). one-dose activation, % at 10 µM; EC50 in µM for titrated hits. KOR beta-arrestin recruitment, luminescence; higher % means a stronger effect; in the data active means activation above about 50%, passing the limit was not always enough; further: a part of the inactive calls stands beside numbers as strong as those of hits
KOR beta-arrestin-2: KOR antagonists, beta-arrestin recruitment, cell-based, luminescence, uHTS (AID 1778). KOR beta-arrestin recruitment, luminescence, antagonist mode; higher % means a stronger effect. one-dose inhibition, % at 10 µM; IC50 in µM for titrated hits. actives 0.091% (n = 290,000); in the data active means inhibition above about 50%; further: strong numbers were not always called active
UTI89 phage lysis: protection from phage-mediated lysis, alamar blue read-out – E. coli UTI89, K1F phage, bacterial capsule biogenesis inhibitors (AID 488966). E. coli UTI89 K1F phage lysis, alamar blue, 2 h; higher % means a stronger effect. inhibition, % at 100 µM, or IC50 in µM where a hit was titrated. actives 0.02% (n = 340,000);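 active means phage lysis inhibition, versus mean bacterial control, above a set limit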;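 further: capsule biogenesis inhibitors block K1F phage lysis so surviving cells raise fluorescence; higher fluorescence means more inhibition of phage lysis; actives were called in the ten point dose series up to 300 µM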
GPR35 antagonists: inhibition of zaprinast-stimulated GPR35 beta-arrestin translocation – imaging, U2OS, beta-arrestin-GFP, zaprinast agonist, primary screen (AID 2058) | U2OS GPR35 beta-arrestin-GFP translocation imaging, zaprinast antagonism; higher % means a stronger effect | inhibition, % at 10 µM; hits with a dose series show IC50 in µM | actives 0.052% (n = 290,000);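 active means inhibition of at least 50% with at least 30 cells and total cytoplasm GFP at most 10,000,000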
NOD1 inhibition: NOD1 signaling inhibitors, primary screen, cell-based, luminescence, uHTS (AID 1578); actives 1% (n = 290,000); inhibition, % at 4 µM, or EC50 in µM where a hit was titrated; NOD1-driven NF-kB luciferase reporter cells, luminescence; higher % means a stronger effect; in the data active means inhibition mostly above about 36%, no sharp cut-off; inactive means mostly below about 34%;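 further: HEK-293T reporter cells stimulated with the NOD1 agonist gamma-tri-DAP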
GPR55 LPI antagonism: inhibition of LPI-stimulated GPR55 beta-arrestin translocation – imaging, U2OS, beta-arrestin-GFP, LPI agonist, primary screen (AID 2013); actives 0.13% (n = 290,000); U2OS GPR55 beta-arrestin-GFP translocation imaging, LPI antagonism; higher % means a stronger effect; inhibition, % at 10 µM; hits with a dose series show IC50 in µM;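 active means spots per cell inhibited over 60%, with over 100 cells counted and total cytoplasm intensity under 500,000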;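 further: U2OS cells stably carrying GPR55 and arrestin-GFP stimulated by 5 µM LPI near EC80; imaged beta-arrestin-GFP aggregate spots per cell after agonist stimulation; plate controls were LPI-stimulated DMSO wells for no effect and DMSO wells without LPI for full effect; some results filed as inactive read as strong as hits; confirmed hits need IC50 under 10 µM and bright autofluorescent wells are also inconclusive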
MgcRacGAP inhibition: MgcRacGAP GTPase-activating activity inhibitors, confirmation, biochemical, ADP Hunter fluorescence | inhibition, % at 30 µM; hits with a dose series show IC50 in µM | MgcRacGAP-stimulated Rac1 GTP hydrolysis, ADP Hunter fluorescence; higher % means a stronger effect; GST-tagged Rac1 F28L mutant substrate | AID 624330 | actives 0.6% (n = 340,000);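 active means first-screen hits whose inhibition reached a set limit at any dose in the follow-up dose series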;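 further: fluorescence reports GDP produced by GAP-driven GTP hydrolysis; strong numbers were not always called active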
NTR1 ag cell count 20 µM: recorded beside NTR1 ag, whose call it bears; cell count; measured here: cell count, cytotoxicity flag
An asterisk follows results filed as active; nt = not tested or not shown; [ ] = another dose, or the depositor's remark. Not all compounds are listed (hit frequency here may not be typical).

SMILES,KOR beta-arrestin-1,KOR beta-arrestin-2,GPR55 beta-arrestin,UTI89 phage lysis,NTR1 ag,MgcRacGAP inhibition,GPR55 LPI antagonism,GPR35 antagonists,NTR1 ag cell count 20 µM,NOD1 inhibition
CC(=O)NN1C(=O)c2ccccc2NC1c1ccc([N+](=O)[O-])o1 (stereo not drawn),-7.0%,11.8%,-0.5%,0.2%,1.7,1.3%,0.2%,-7.9%,40,-13.9%
NC(=O)NC(=O)COC(=O)CC12CC3CC(CC(C3)C1)C2,0.9%,3.5%,-0.4%,0.2%,1.2,0.0%,7.0%,-3.4%,55,-26.0%
CC(C)OC(=O)Cn1nc(C(F)(F)F)c2c1CCCC2,-0.3%,6.5%[20 µM],-0.2%,2.1%,2.3,-0.4%,-0.4%,-8.7%,39,5.7%
O=C(CCCOc1ccccc1)N1CCc2ccccc2C1,-4.4%,40.8%,-0.1%,0.4%,-0.3,9.9%,7.5%,-11.3%,97,-45.1%
CCc1ccc(NC(=O)C2C3C=CC(C4CC34)C2C(=O)O)cc1 (stereo not drawn),0.3%,7.8%,0.6%,-0.7%,-0.5,14.0%,-7.5%,-1.5%,47,-37.2%
O=C(CN1CCCCC1)Nc1ccc(N2CCCCCC2)cc1,nt,-10.9%[20 µM],0.6%,0.3%,0.4,126µM*,7.9%,11.2%,45,-21.0%
Cc1cc(C)c(NC(=O)c2ccc(CN3CCc4ccccc4C3)cc2)c(C)c1,-5.5%,-23.5%,0.0%,1.8%,0.7,18.7%,12.8%,-15.3%,64,10.5%
Cc1nc(NC(=O)CSc2cc(C)c3ccccc3n2)c(Cl)cc1Cl,-4.3%,-46.0%,-0.2%,6.7%,-0.7,6.2%,10.6%,16.9%,63,-16.7%
CCOC(=O)COc1c(/C=N\O)cc(Cl)cc1OC,-0.8%,2.3%,0.1%,0.2%,0.0,10.4%,17.9%,-9.6%,89,-25.8%
CCc1cc2c(=O)c(-c3cnn(-c4ccccc4)c3)c(C)oc2cc1OCC(=O)Nc1cccc(C)c1,12.6%,-6.9%,0.2%,1.1%[50 µM],1.9,4.9%,3.7%,11.4%,61,-30.0%
Cc1ccc(NC(=O)Cc2ccsc2)cc1Cl,-4.5%,-5.5%,0.4%,0.1%,1.3,15.0%,-5.1%,2.6%,85,-7.9%
Cc1n(Cc2ccccc2)c2ccccc2[n+]1Cc1ccccc1,-5.0%,3.6%[20 µM],0.2%,1.9%,-1.0,3.9%,-13.4%,-4.1%,79,19.4%
CC(C)(C)[C@@H]1C=C(C(=O)N2CCN(Cc3ccccc3)CC2)O[C@H](OCCCCO)C1,-2.1%,6.4%,0.2%,0.8%,0.9,-1.4%,6.3%,-4.9%,44,-31.4%
CCn1c(=O)c(-[n+]2ccccc2)c(O)c2ccccc21,1.9%,-14.4%,-0.2%,4.0%,2.2,4.7%,14.4%,3.8%,69,-17.5%
CCOC(=O)N1CCN(C(=O)CSCC(=O)N=c2sc3ccccc3n2C)CC1,4.8%,1.0%,-0.2%,0.1%,-0.6,7.5%,10.5%,3.0%,53,-20.7%
Cc1ccc(S(=O)(=O)NCC(=O)N/N=C/c2ccc(Cl)cc2)cc1,7.7%,3.8%,1.8%,0.0%,-0.4,9.7%,0.6%,-4.4%,39,8.9%
CC1CCCCN1C(=O)c1cnn2c(C(F)(F)F)cc(-c3ccco3)nc12 (stereo not drawn),1.5%,-23.2%,-0.2%,-0.2%[50 µM],0.9,5.2%,-0.2%,10.3%,62,8.1%
CC1CCC(NC(=O)C2CCC(CNS(=O)(=O)c3ccccc3)CC2)CC1 (stereo not drawn),-2.8%,-0.3%,-0.2%,0.3%[50 µM],3.4,6.2%,5.7%,11.1%,74,-13.4%
Cc1c(C(=S)Nc2ccccc2)cnn1-c1ccc([N+](=O)[O-])cc1,-3.0%,4.9%,-0.1%,5.2%,-0.5,3.4%,-3.9%,-8.3%,46,-21.9%
Cc1ccn(C(CC(=O)c2ccc(Br)cc2)C(=O)O)n1 (stereo not drawn),-0.1%,-8.9%,0.0%,-0.2%,-0.6,7.3%,-26.3%,-5.6%,44,-16.6%
Cn1ncc2c(Nc3ccc(Br)cc3)nc(Nc3ccc(Br)cc3)nc21,0.2%,-2.0%,0.3%,-0.2%,30.6,11.0%,16.0%,-0.3%,92,-1.7%
COc1ccc(-n2c(SCC(=O)Nc3cc(C(=O)O)ccc3C)nc3ccccc3c2=O)cc1Cl,-3.2%,13.2%,-0.2%,-0.1%[50 µM],0.0,11.0%,5.3%,-4.1%,63,-1.9%
COC(=O)CSc1nnc(NC(=O)CCc2ccccc2)s1,-3.7%,-18.8%,-0.1%,0.3%,9.8,nt,10.6%,-0.6%,67,-5.7%
CC(=O)Oc1ccc(N2C(=O)C3C4C=CC(C5CC45)C3C2=O)cc1[N+](=O)[O-] (stereo not drawn),17.7%,6.9%,0.1%,0.9%[50 µM],0.0,8.2%,8.4%,6.8%,55,-28.7%
CCOc1ccccc1NC(=O)COC(=O)CNS(=O)(=O)c1ccc(C)cc1,4.4%,-5.6%,0.0%,1.6%[50 µM],0.6,3.3%,-3.4%,11.5%,63,-14.8%
COc1cc(OC)cc(C(=O)NNC(=O)c2ccc(S(=O)(=O)N(C)c3ccccc3OC)cc2)c1,0.0%,41.7%,-0.2%,0.6%,-0.7,11.6%,-5.5%,5.6%,69,-5.5%
O=C(NCC1CCCN(C(=O)NCc2ccccc2)C1)c1ccc2c(c1)OCO2 (stereo not drawn),nt,6.0%[20 µM],0.2%,0.3%,0.3,4.2%,13.8%,11.1%,38,-18.3%
Cc1c(-n2c(=S)[nH]c3ccccc3c2=O)c(=O)n(-c2ccccc2)n1C,-4.1%,18.3%,-0.1%,0.1%,1.5,4.2%,-2.8%,-5.7%,86,-1.1%
N#Cc1c(NC(=O)CSc2nnc(-c3ccccc3O)n2-c2ccccc2)sc2c1CCCC2,1.6%,-66.0%,-0.1%,0.2%,3.5,11.9%,1.9%,-0.6%,54,-23.8%
Cc1ccc2c(c1)cc1c(=O)[nH]ncn12,-2.9%,-16.1%,0.4%,0.1%,-1.1,10.2%,1.0%,11.8%,38,-4.2%
O=C(/C=C/c1cccc(Br)c1)NCc1ccncc1,-3.0%,8.4%,0.5%,-0.1%,0.8,3.3%,6.9%,-0.8%,72,-29.6%
CCCn1nnnc1SCC(=O)N1CCN(C(=O)c2ccco2)CC1,-1.7%,4.5%,-0.2%,0.4%,-1.6,5.2%,-10.4%,-9.2%,87,-32.1%
COc1cc(/C=C(/NC(=O)c2ccccc2)C(=O)Nc2ccc(O)cc2)c([N+](=O)[O-])cc1OC,-4.0%,19.7%,0.4%,1.8%[50 µM],-0.1,55.7µM*,3.5%,-0.5%,68,5.6%
O=C(c1ccccc1)c1cc(F)c(N2CCOCC2)cc1Cl,5.1%,-59.3%,-0.3%,0.4%,1.6,11.9%,5.5%,26.6%,45,nt
CN1C(=O)C(/C(N)=N/NC(=O)c2ccccc2)C2CC1(C)Oc1ccccc12 (stereo not drawn),4.0%,16.8%,-0.4%,0.5%,0.0,4.7%,5.4%,-3.6%,80,-26.0%
COc1ccccc1/C=C/c1onc(C)c1S(=O)(=O)N1CCC(C(=O)NC(C)C)CC1,-4.3%,12.4%[20 µM],0.5%,1.0%,-3.8,3.0%,-9.9%,-1.2%,53,-24.7%
CCCc1nc2c(sc3nc4c(cc32)COC(C)(C)C4)c(=O)n1CCN(C)C,-3.9%,-20.0%,-0.3%,0.0%,-1.3,5.4%,13.4%,8.5%,59,-19.0%
CC(=O)CC1=NC(C)(C)Cc2ccccc21,-2.1%,26.2%,-0.3%,-1.0%,1.3,3.9%,7.8%,5.0%,38,-15.7%
Cc1cc(N/N=C/c2cccc(Cl)c2)nc(-n2nc(C)cc2C)n1,7.3%,17.3%,-0.1%,0.1%,6.6,-1.5%,14.3%,2.0%,59,-0.3%
CC(C)(C)NS(=O)(=O)c1ccc(CCC(=O)Nc2cc(Cl)ccc2Oc2ccccc2)cc1,-3.0%,-10.8%,-0.2%,0.7%,4.0,9.3%,-12.0%,-7.8%,72,20.7%
CSCC[C@H](NC(=O)C1CCCC1)c1nc2ccccc2[nH]1,-3.4%,1.8%,-0.6%,0.2%,-0.5,0.9%,-3.2%,1.0%,94,-14.6%
CCC(C)(C)NC(=O)CN(CC1CCCO1)C(=O)CCC(=O)Nc1nccs1 (stereo not drawn),1.8%,-29.3%,0.2%,0.6%,-1.5,6.8%,0.1%,-8.1%,38,-7.6%
O=C(c1ccc(CN2CCc3ccccc3C2)cc1)N1CCCCC1,-5.5%,-4.5%,-0.6%,1.4%,-0.1,11.7%,13.8%,6.7%,47,8.9%
O=Cc1cn(CCC(=O)O)nc1-c1cccc2ccccc12,nt,11.2%[20 µM],0.3%,-2.9%,2.4,3.4%,18.8%,-9.1%,84,-38.4%
CCCCN1C(=O)C(NC(=O)CC(C)C)(C(F)(F)F)C2=C1CC(C)(C)CC2=O (stereo not drawn),-3.6%,17.4%,0.3%,-0.2%,1.6,-2.8%,8.7%,19.3%,83,2.1%
COCCN(CCOC)c1nc(S(=O)(=O)c2ccc(C)cc2)c(Cl)s1,-3.0%,-12.0%,0.0%,0.2%,4.3,5.2%,-3.7%,2.1%,86,13.4%
CSc1ccccc1NC(=O)COc1ccc(Cl)cc1Cl,0.0%,-15.0%,-0.2%,3.2%,6.4,10.6%,2.5%,3.0%,46,-25.9%
O=C(NNC1=NCCC1)c1cccc(S(=O)(=O)N2CCOCC2)c1,1.7%,-22.0%,0.6%,0.3%,-1.0,12.6%,-2.0%,-6.3%,86,-16.7%
Cc1csc2c(C#N)c(=O)c3c(n12)CCC3,1.0%,-20.1%,0.1%,-0.6%,0.6,6.0%,-12.0%,3.1%,49,-20.9%
COC(=O)c1ccccc1NC(=O)CSc1nnc(-c2ccc(OC)cc2)n1C,-2.2%,-12.9%,-0.3%,3.2%,0.9,9.7%,7.6%,-20.1%,59,-9.6%
